# Abeta yeast res: qHTS for compounds that reverse cellular toxicity of Amyloid beta (A-beta) peptide in yeast: Primary Screen. yeast expressing A-beta42, growth rescue, OD600, 48 h; response scale: 0% DMSO, 100% iron-clioquinol control. Potency, µM (titrated, usually from 46.1 µM), for inactives: top-dose growth rescue, most hits filed as activators. 0.063% of 410,000 active; also: potency is read from the fitted curve at half-maximal effect; nearly all actives have a fitted effect of over 55% in size
#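 Yeast growth medium received pinned compounds, then yeast cells expressing toxic A-beta were added; plates incubated at 30 C for 48 hr. Growth read as absorbance at 600 nm, normalized to DMSO and equimolar FeCl3 plus clioquinol controls.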
# GLP1R inv ag: qHTS of GLP-1 Receptor Inverse Agonists (Inhibition Mode). 1.6% of 410,000 active. HEK293 GLP-1R CRE-luciferase, luminescence, 24 h; GLP-1R form is constitutively active. Potency, µM (series often up to 38.3 µM), for inactives: at the highest dose activity change, negative = inhibition, usual class: inhibitors. Glucagon-like peptide 1 receptor (Homo sapiens), P43220; also: potency is read from the fitted curve at half-maximal effect; % is scaled to controls: 0 for no effect and ±100 for the full control effect; nearly all actives have a fitted effect of over 55% in size
# Target sequence (P43220 whole entry, looked up): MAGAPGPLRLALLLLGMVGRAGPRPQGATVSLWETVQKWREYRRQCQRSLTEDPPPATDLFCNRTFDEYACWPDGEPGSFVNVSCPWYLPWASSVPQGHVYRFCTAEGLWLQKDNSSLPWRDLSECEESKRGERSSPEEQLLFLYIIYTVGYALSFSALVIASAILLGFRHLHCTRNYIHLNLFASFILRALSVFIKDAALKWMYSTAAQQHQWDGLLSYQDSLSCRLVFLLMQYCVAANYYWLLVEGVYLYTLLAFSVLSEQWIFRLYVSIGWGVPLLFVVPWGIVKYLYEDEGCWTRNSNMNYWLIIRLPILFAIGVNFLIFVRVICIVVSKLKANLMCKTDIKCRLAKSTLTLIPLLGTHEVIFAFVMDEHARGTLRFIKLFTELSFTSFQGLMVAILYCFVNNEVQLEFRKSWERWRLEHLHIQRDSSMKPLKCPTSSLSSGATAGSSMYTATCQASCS
#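 Inverse agonism was detected as reduced cAMP-driven luciferase luminescence after 24 h compound treatment. The cells were HEK293 clones expressing constitutively active human GLP-1R with the reporter. Reporter-only and GPR119 cell lines served as counterscreen controls.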
# GLP1R cytotox: qHTS of GLP-1 Receptor Inverse Agonists: Cytotox Screen; 0.13% of 410,000 active; Potency, µM (series often up to 38.3 µM), for inactives: top-dose activity change, negative = inhibition, usual class: inhibitors; HEK293 cAMP-luciferase reporter cells, luminescence, 24 h;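 also: loss of luciferase light is scored as toxicity; potency is read from the fitted curve at half-maximal effect; % is scaled to controls: 0 for no effect and ±100 for the full control effect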
#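 Seeding density was 200 cells/uL; after overnight-length (12 h) culture, 23 nL compounds went on for 24 h at 37 °C. Readout used a luciferase detection reagent, luminescence taken after 12 min at room temperature.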
# TDP43 rescue: qHTS of TDP-43 Inhibitors; 1.8% of 410,000 active; TDP-43 expressing yeast growth rescue, BacTiter-Glo, 24 h; Potency, µM (series often up to 46.1 µM), for the others: at the highest dose growth rescue (activation), hits mostly activators; also: potency is read from the fitted curve at half-maximal effect; % of control where 0% means no effect; nearly all actives have a fitted effect of over 50% in size
#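 In this qHTS, compounds that restore growth of yeast expressing TDP-43 appear as activators. Cells (OD600=0.02, galactose medium, raffinose-pregrown) are incubated with compound 24 hr at 30 deg C and growth is quantified by BacTiter-Glo.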
# FUS yeast rescue: qHTS for Suppressors of FUS Proteinopathy: Primary screen using FUS-linked yeast assay. S. cerevisiae FUS-expressing, growth rescue, OD600, 24 h. Potency, µM (highest dose often 76.6 µM), for the others: at the top dose growth rescue (activation), hits mostly activators. 0.24% of 390,000 active. AID 1347120, 2019;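 also: potency is read from the fitted curve at half-maximal effect; plate controls were DMSO vehicle for no effect and reference control for full effect; nearly all actives have a fitted effect of over 55% in size; some results filed as inactive show a strong effect at the top dose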
#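 Toxicity suppression screen in FUS-yeast. Cells induced with 2% galactose, starting OD 0.005, treated 24hr at 30C with compounds at multiple final concentrations; growth by OD600.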
# PTHR1 agonist: qHTS for PTHR1 Agonists: Primary Screen; Parathyroid hormone/parathyroid hormone-related peptide receptor (Homo sapiens), Q03431; HEK293 GP2 PTHR1 cells, GloSensor cAMP luminescence, 1 h; Potency, µM (titrated, usually from 115 µM), inactives show top-dose activation, most hits filed as activators; 0.075% of 410,000 active; AID 743266, 2014; also: potency is read from the fitted curve at half-maximal effect; nearly all actives have a fitted effect of over 55% in size; some results filed as inactive show a strong effect at the top dose; inactives centre near -15; many of its hits are not listed in these tables
# Target sequence (Q03431 whole entry, looked up): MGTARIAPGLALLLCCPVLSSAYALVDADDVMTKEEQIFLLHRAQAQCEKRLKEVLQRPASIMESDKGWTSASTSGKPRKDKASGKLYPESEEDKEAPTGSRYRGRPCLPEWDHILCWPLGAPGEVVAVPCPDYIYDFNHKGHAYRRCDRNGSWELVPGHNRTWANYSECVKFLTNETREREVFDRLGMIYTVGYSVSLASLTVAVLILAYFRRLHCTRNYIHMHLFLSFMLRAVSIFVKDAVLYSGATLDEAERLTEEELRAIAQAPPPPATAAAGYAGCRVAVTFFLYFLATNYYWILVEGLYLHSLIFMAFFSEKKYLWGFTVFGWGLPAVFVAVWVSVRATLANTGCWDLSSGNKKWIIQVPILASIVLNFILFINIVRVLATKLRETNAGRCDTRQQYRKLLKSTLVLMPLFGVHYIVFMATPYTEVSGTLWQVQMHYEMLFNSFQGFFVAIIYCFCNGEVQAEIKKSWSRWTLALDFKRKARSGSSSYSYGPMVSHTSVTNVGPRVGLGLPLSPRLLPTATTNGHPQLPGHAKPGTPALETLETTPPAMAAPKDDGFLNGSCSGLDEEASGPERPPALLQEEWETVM
#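 HEK-293-derived GP2 cells expressing PTHR1 and a GloSensor cAMP reporter, 3,000/well, plated overnight, given luciferin plus IBMX (each 0.5 mM as added) for 1 h at 37 °C, then compound for 1 h at 37 °C. Luminescence was read after 15 min at room temperature.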
# aSyn rescue: qHTS of alpha-syn Inhibitors. Yeast expressing alpha-synuclein, growth rescue, BacTiter-Glo, 24 h. Potency, µM (series often up to 46.1 µM), without a hit: top-dose growth rescue (activation), usual class: activators. 0.14% of 370,000 active; also: potency is read from the fitted curve at half-maximal effect; % of control where 0% means no effect; nearly all actives have a fitted effect of over 65% in size
#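 Galactose-induced alpha-syn yeast (OD600=0.02, raffinose-pregrown) + pinned cpd, 24 hr, 30 deg C; growth by BacTiter-Glo luminescence. Growth restoration scores as activation.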
# Mm-Cpn inhibitor: Inhibitors of TCP-1 ring complex (TRiC) of Methanococcus maripaludis (MmCpn): qHTS | purified Mm-Cpn ATPase, ADP Transcreener TR-FRET | 0.031% of 330,000 active | Chaperonin Mm-Cpn (Methanococcus maripaludis) | Potency, µM (top dose mostly 76.9 µM), inactives show at the top dose activity, negative = inhibition, actives largely listed as inhibitors; also: potency is read from the fitted curve at half-maximal effect; % is scaled to controls: 0 for no effect and ±100 for the full control effect; nearly all actives have a fitted effect of over 80% in size
#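 Quantitative HTS used 25 nM Mm-CPN and 10 uM ATP in magnesium/KCl Tris buffer, pH 7.4, with 1 mM DTT. Hydrolysis ran 30 min at 37°C; ADP was read by HTRF.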
# Akt phos inh: HTS Assay for Inhibitors of Akt Phophorylation: Primary Screen | 0.32% of 360,000 active | Neuro2A IGF-stimulated pAkt S473 HTRF, 20 min; hits give low values | AID 651550, 2012 | activity change, % for hits at 50 µM; in the data active = activity change below about -80%; inconclusive = mostly about -51% to -80%; also: % is scaled to controls: 0 for no effect and ±100 for the full control effect
#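 Neuro2A cells (4,500/well, DMEM with 0.5% FBS) were treated with compound at a single 50 µM final concentration, stimulated with 6 nM IGF for 20 min at 37 °C, and lysed. Phospho-Akt Ser473 was read by HTRF as 665/615 ratio ×10^4.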
# * = called active by the depositor; i = inactive; ? = inconclusive; . = not tested or not shown; [ ] = another dose, or the depositor's remark. Unless noted, calls follow the shape of the dose curve; as a rule, active = well fitted curve in the direction sought with a large enough effect; inconclusive = small, poorly fitted or top-dose-only effect, or another doubt; inactive = no such curve, though single readings can be large; an effect the other way counts as inactive or inconclusive.
# The opening two records, to show the layout:
SMILES,Abeta yeast res,GLP1R inv ag,GLP1R cytotox,TDP43 rescue,FUS yeast rescue,PTHR1 agonist,aSyn rescue,Mm-Cpn inhibitor,Akt phos inh
CC(OC(=O)c1ccc(NC(=O)CC#N)cc1)C(=O)Nc1ccc(S(=O)(=O)N2CCCC2)cc1 (stereo not drawn),-1%,15%,3%,15%,-2%,i,-6%,.,i
CN1CCC(NC(=O)CCc2ccccc2)CC1,-4%,11%,8%,14%,-5%,i,5%,2%,i

# The list itself, from the first entry:
SMILES,Abeta yeast res,GLP1R inv ag,GLP1R cytotox,TDP43 rescue,FUS yeast rescue,PTHR1 agonist,aSyn rescue,Mm-Cpn inhibitor,Akt phos inh
CC(OC(=O)c1ccc(NC(=O)CC#N)cc1)C(=O)Nc1ccc(S(=O)(=O)N2CCCC2)cc1 (stereo not drawn),-1%,15%,3%,15%,-2%,i,-6%,.,i
CN1CCC(NC(=O)CCc2ccccc2)CC1,-4%,11%,8%,14%,-5%,i,5%,2%,i
CN(CC(=O)Nc1cccc(F)c1)C(=O)CCNC(=O)c1ccco1,-3%,1%,-14%,-7%,0%,-14%,1%,2%,i
CCOC(=O)C1CCN(S(=O)(=O)c2ccc(OC)c(OC)c2)CC1,5%,8%,3%,-6%,3%,i,0%,0%,i
CCOc1ccc(N(C)S(=O)(=O)c2c[nH]c(C(=O)OC)c2)cc1,-2%,?,-9%,13%,6%,-6%,2%,-2%,i
CC1(C)OC(=O)C(=C2CCCN2)C(=O)O1,11%,8%,-2%,-2%,-6%,i,-2%,.,i
COCC(C)NC(=O)c1cc(-c2cccc(OC)c2)on1 (stereo not drawn),-13%,19%,0%,28%,.,-9%,3%,2%,i
COc1ccc(CCNC(=O)C(=O)NCC2OCCN2C(=O)c2ccc(Cl)cc2)cc1 (stereo not drawn),9%,4%,1%,5%,11%,-15%,-6%,-15%,i
CCCCC(=O)Nc1ccc(NC(=O)CCCC)nc1,11%,8%,5%,9%,-14%,i,-3%,1%,i
Cc1cc(OCn2ccc(C(=O)O)n2)ccc1Cl,7%,2%,5%,-5%,-7%,i,1%,0%,i
CCSc1nc2c(c(=O)[nH]1)C(c1cccnc1)C(C(=O)OC)=C(C)N2 (stereo not drawn),-1%[9.22 µM],5%,-7%,-14%,-21%,i,-10%,1%,i
O=C(N/N=C/c1ccc(N2CCOCC2)c([N+](=O)[O-])c1)c1ccc(F)cc1,10%,49%[activator],-11%,8%,0%,i,0%,0%,i
CCN1CCN(C(=O)CS(=O)(=O)Cc2nc(-c3cccc(OC)c3)oc2C)CC1,-4%,-7%,3%,4%,13%,i,-3%,1%,i
c1ccc(-c2noc(CN3CCCC(OCc4ccccn4)C3)n2)cc1 (stereo not drawn),7%,-3%,-4%,10%,-11%,i,7%,-2%,i
CCCCN(C(=O)C1=CC=CN2CCS(=O)(=O)N=C12)c1ccccc1,-9%,11%,2%,-1%,13%,23%,-9%,3%,i
COc1ccccc1CNC(=O)CNC(=O)[C@@H]1Cc2ccccc2CN1,12%,12%,6%,2%,8%,i,8%,1%,i
CC1=CC(=O)O[C@@H]1[C@@]1(C)C[C@H]2OC(=O)C[C@H]3[C@@H](C)C(=O)C(O)=C1[C@@]23CO,-14%,6%,-2%,12%,-1%,i,-8%,-5%,i
CNc1ccccc1C(=O)OCC(=O)c1ccccc1,-5%,3%,8%,25%,-2%,-35%[inhibitor],5%,1%,i
COc1ccc(CCNC(=O)COc2ccc(S(=O)(=O)N3CCOCC3)cc2)cc1,16%,18%,13%,-15%,-6%,i,0%,2%,i
CC[C@H](C)[C@@H](N)C(=O)NC[C@H]1O[C@@H](n2cnc3c(=O)[nH]c(N)nc32)[C@H](O)[C@@H]1O,-12%,27%,1%,14%,1%,-18%,0%,.,i
CC(NC(=O)C(C)N1C(=O)C2C3CC(C(Br)C3Br)C2C1=O)c1ccccc1 (stereo not drawn),20%,11%,-10%,16%,.,i,5%,1%,i
CC(=O)N(C)c1nnc(-c2ccccn2)s1,4%,21%,3%,0%,-11%,-1%[57.5 µM],-1%,0%,i
CC1CCC(Nc2ncnc3onc(-c4ccc(Cl)cc4)c23)CC1 (stereo not drawn),5%,21%,3%,20µM*,-18%,i,-1%,.,.
COC(=O)c1c(NC(=O)/C=C/c2ccc(OC)c(OC)c2)sc2c1CCC2,16%,2%,-5%,21%,-15%,i,.,.,.
Cc1nc2ncnn2c(C)c1Cc1ccc(Cl)cc1F,26%,-1%,0%,19%,-8%,i,6%,-1%,i

# Results in PTHR1 agonist (five entries from above):
mol | PTHR1 agonist
c1ccc(-c2noc(CN3CCCC(OCc4ccccn4)C3)n2)cc1 (stereo not drawn) | i
CCCCC(=O)Nc1ccc(NC(=O)CCCC)nc1 | i
CC(OC(=O)c1ccc(NC(=O)CC#N)cc1)C(=O)Nc1ccc(S(=O)(=O)N2CCCC2)cc1 (stereo not drawn) | i
CCOc1ccc(N(C)S(=O)(=O)c2c[nH]c(C(=O)OC)c2)cc1 | -6%
CN(CC(=O)Nc1cccc(F)c1)C(=O)CCNC(=O)c1ccco1 | -14%

# Other structures:
SMILES,Abeta yeast res,GLP1R inv ag,GLP1R cytotox,TDP43 rescue,FUS yeast rescue,PTHR1 agonist,aSyn rescue,Mm-Cpn inhibitor,Akt phos inh
O=S(=O)(NCCn1cccc1)c1ccc2ccccc2c1,?,?,3%,19%,7%,i,2%,-5%,i
O=C(Cc1cccc(NC(=O)C2CCCN(C(=O)C3CC3)C2)c1)Nc1cccc(C(=O)N2CCCC2)c1 (stereo not drawn),-15%,6%,12%,5%,15%,-8%,1%,-1%,i
Cc1ccc(CNC(=O)C(=O)NCC(c2cccnc2)N2CCN(c3ccccc3F)CC2)cc1 (stereo not drawn),-3%,-27%,2%,11%,38%,i,.,.,.
CCc1noc(C)c1C(=O)NCCc1ccc(Cl)cc1,6%,?,-3%,6%,12%,-9%,3%,1%,i
CCN1CCN(C(=O)c2ccc(Cl)c(S(=O)(=O)N3CCCCC3)c2)CC1,-11%,-1%,11%,-12%,.,17%,-3%,0%,i
CCCCOc1ccc(CN(CCO)CCO)cc1[N+](=O)[O-],-9%,?,0%,-21%,-15%,23%,-1%,0%,i
COc1ccc2oc(=O)c(/C(N)=N/NC(=O)c3ccncc3)cc2c1,-4%,15%,-1%,-11%,13%,i,-6%,1%,i
Cc1ccccc1C(=O)c1c[nH]c(C(=O)NCCc2ccccn2)c1,3%,22%,11%,9%,12%,-10%,0%,2%,i
CCOC(=O)CSc1nnc(CNC(=O)c2ccc(OC)cc2OC)n1C,-8%,4%,17%,-15%,14%,?,1%,-1%,i
Cc1ccc2cccc(OCCOCCOc3ccccc3Br)c2n1,-1%,-15%,-9%,-4%,.,-10%,6%,1%,i
COc1ccc(C(C(=O)NC(C)(C)C)N(Cc2ccc(F)cc2)C(=O)CCC(=O)Nc2cc(C)on2)cc1 (stereo not drawn),-1%,-20%,-3%,-1%,29%,i,-2%,1%,i
CC(=O)c1cccc(S(=O)(=O)Nc2cc(C(F)(F)F)ccc2N2CCOCC2)c1,-7%,-13%,2%,6%,32%,-34%,13%,-3%,i
CCN(CC(=O)NCc1cccs1)C(=O)/C=C/c1cc(OC)ccc1OC,-9%,?,94%[activator],0%,6%,-20%,-4%,-6%,i
Cc1nc(=O)c(-c2ccccc2)c(C)n1CCO,14%,4%,13%,-2%,3%,i,1%,1%,i
CCOC(=O)c1ccccc1NC(=O)Cn1c(=O)n(Cc2nc(C)no2)c(=O)c2ccccc21,2%,7%,1%,16%,28%,i,.,.,.
CCc1cc2c(cc3c(=O)n(CC(=O)NC(C)c4ccccc4)ncn32)s1 (stereo not drawn),-9%,20%,15%,12%,27%,i,.,.,.
COc1ccc(-c2nc3c(c4nnc(SC(C)C(=O)Nc5ccccc5)n24)COC(C)(C)C3)cc1 (stereo not drawn),5%,6%,16%,13%,.,i,4%,0%,i
CC(C)(C)c1ccc(S(=O)(=O)N2CCN(c3ccccn3)CC2)cc1,1%,1%,-7%,16%,-17%,-7%,-1%,-3%,i
COc1ccc(-c2nnc(SCc3ncc(-c4ccccc4)o3)o2)cc1,11%,?,-7%,19%,44%,i,3%,2%,i
C/C(=N\Nc1nc(Nc2ccccc2)nc(N2CCOCC2)n1)c1cccs1,?,?,-13%,?,16%,-2%,-5%,4%,i
N#CC/C(N)=N/Nc1nc2ccccc2nc1Cc1ccccc1,0%,11%,-19%,9%,29%,-19%,-10%,0%,i
C=CCOc1c(CNc2ccc(C(=O)O)cc2)cccc1OCC,13%,2%,-12%,3%,6%,i,4%,0%,i
CCCN1CCN(C(=O)c2cn(CC(C)C)c(=O)c3cc(OC)c(OC)cc23)CC1,7%,27%,-9%,2%,7%,-3%,-9%,0%,i
Nc1nc(SCc2ccc(Cl)cc2)[nH]c(=O)c1-c1ccccc1,-7%,?,3%,4%,13%,i,-5%,3%,i
COc1ccc(C(=O)NCCCn2nc(C)cc2C)cc1S(=O)(=O)N1CCOCC1,-3%,2%,1%,13%,3%,i,7%,-1%,i

# Not all compounds are listed; count on the stated rates, not on these rows.
